M5 ag – human M5 muscarinic receptor agonists, primary screen, CHO-K1 cells, Fluo-8 calcium fluorescence; Muscarinic acetylcholine receptor M5 (Homo sapiens), P08912; CHO-K1 hM5 cells; 0% DMSO wells, 100% maximal acetylcholine response; activation, % at 3 µM; 0.19% of 360,000 active;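 active = activation above the run's mean over test compounds plus 3 SD, cut at about 23% in these data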;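 note: signal is peak over basal fluorescence ratio across the kinetic read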
M4 PAM – human M4 muscarinic receptor positive allosteric modulators, primary screen, CHO-K1 cells, Fluo-8 calcium fluorescence; Muscarinic acetylcholine receptor M4 (Homo sapiens), P08173; CHO-K1 hM4/Gqi5, ACh EC20; 0% = ACh EC20, 100% = maximal ACh; activation, % at 3 µM; 0.4% of 360,000 active; AID 624126, 2012;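 active = activation above its plate's cutoff, the mean activation of sample wells plus 3 SD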; note: some results filed as inactive read as strong as hits
CHRM5 PAM – human M5 muscarinic receptor positive allosteric modulators, primary screen, CHO-K1 cells, Fluo-8 calcium fluorescence; activation, % at 3 µM; CHO-K1 hM5, ACh EC20 PAM; 0% = ACh EC20, 100% = ACh EC100; 0.3% of 360,000 active;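 active = activation above the run cutoff, the mean activation of all test compounds plus 3 SD, cut at about 18% in these data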
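system = human M5 receptor in CHO-K1 cells | compound = one concentration, 3 µM final (nominal) | schedule = Post-acetylcholine fluorescence recording 140 s | signal = Fluo-8 calcium dye fluorescence, kinetic read | benchmarks = low control EC20 acetylcholine (0%), high control EC100 acetylcholine (100%) | repeats = singlicate, one well per test compound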
CRFBP-R2 agonist – agonists of CRF-BP/CRF-R2 complex, primary screen, cell-based, HEK293, calcium dye fluorescence, uHTS. calcium dye fluorescence (FLIPR); percent of saturating CRF peptide response. activation, % at 13.2 µM. 0.46% of 350,000 active. AID 588473, 2011;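 active = activation of at least 50%, plus an integration ratio under a set limit after plate pattern correction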;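 note: plate controls were neutral control wells without compound for no effect and CRF at EC100 for full effect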
M4 antag – human M4 muscarinic receptor antagonists, primary screen, CHO cells, Fluo-8 calcium fluorescence. Muscarinic acetylcholine receptor M4 (Homo sapiens), P08173. CHO-hM4 cells, ACh EC80. inhibition, % at 3 µM. 0.73% of 360,000 active. AID 624125, 2012;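 active = inhibition above its plate's cutoff, the mean inhibition of sample wells plus 3 SD, cut at about 27% in these data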;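 note: 0% = acetylcholine EC80 with DMSO and 100% = DMSO without agonist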
M5 antag – human M5 muscarinic receptor antagonists, primary screen, CHO cells, Fluo-8 calcium fluorescence; inhibition, % at 3 µM; 0.59% of 360,000 active; Muscarinic acetylcholine receptor M5 (Homo sapiens), P08912; AID 624040, 2012; CHO-hM5 cells, ACh EC80;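 active = inhibition above a per-plate cutoff, the mean of that plate's test compounds plus 3 SD, cut at about 27% in these data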;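 note: 0% = acetylcholine EC80 with DMSO and 100% = DMSO without agonist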
IDE cell inh – human IDE inhibitors in live cells, primary screen, fluorescence polarization, HEK cells, FAbetaB substrate | inhibition, % at 5.59 µM | Insulin-degrading enzyme (Homo sapiens), P14735 | FAbetaB cleavage | 0.41% of 320,000 active;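 active = percent inhibition above the average of all tested compounds plus 3 SD, set per screening campaign, cut at about 16% in these data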;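 note: IDE supplied by intact live HEK cells; FP after avidin binding of uncleaved biotin substrate so inhibition keeps polarization high; 0% = DMSO wells and 100% = 60 µM reference IDE inhibitor Ii1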
Target sequence (P14735 whole entry, looked up): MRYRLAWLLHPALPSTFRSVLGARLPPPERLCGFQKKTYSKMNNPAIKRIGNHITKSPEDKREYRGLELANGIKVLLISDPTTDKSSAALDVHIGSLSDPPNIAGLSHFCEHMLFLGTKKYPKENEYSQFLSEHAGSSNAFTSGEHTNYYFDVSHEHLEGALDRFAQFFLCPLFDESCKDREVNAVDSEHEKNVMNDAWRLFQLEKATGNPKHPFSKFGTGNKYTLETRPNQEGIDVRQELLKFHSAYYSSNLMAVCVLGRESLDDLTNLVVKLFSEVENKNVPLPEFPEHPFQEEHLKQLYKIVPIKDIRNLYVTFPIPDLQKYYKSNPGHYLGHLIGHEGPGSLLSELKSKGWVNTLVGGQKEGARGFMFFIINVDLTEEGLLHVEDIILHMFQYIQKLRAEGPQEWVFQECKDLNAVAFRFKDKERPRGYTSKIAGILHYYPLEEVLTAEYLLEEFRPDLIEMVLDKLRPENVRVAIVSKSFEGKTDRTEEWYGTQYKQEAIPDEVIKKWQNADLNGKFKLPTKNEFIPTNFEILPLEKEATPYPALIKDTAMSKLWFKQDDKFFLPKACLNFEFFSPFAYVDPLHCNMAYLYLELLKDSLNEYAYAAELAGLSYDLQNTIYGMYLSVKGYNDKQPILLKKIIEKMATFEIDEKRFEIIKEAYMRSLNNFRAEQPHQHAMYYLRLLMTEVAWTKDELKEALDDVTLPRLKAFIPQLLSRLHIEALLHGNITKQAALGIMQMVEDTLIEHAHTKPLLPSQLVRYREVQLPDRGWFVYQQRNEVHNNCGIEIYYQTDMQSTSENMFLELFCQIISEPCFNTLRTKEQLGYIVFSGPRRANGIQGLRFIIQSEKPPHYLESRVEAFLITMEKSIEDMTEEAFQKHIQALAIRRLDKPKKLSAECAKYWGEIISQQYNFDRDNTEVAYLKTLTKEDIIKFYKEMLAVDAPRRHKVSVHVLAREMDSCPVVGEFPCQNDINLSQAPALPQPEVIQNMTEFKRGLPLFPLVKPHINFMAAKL
M4 ag – human M4 muscarinic receptor agonists, primary screen, CHO-K1 cells, Fluo-8 calcium fluorescence; CHO-K1 hM4/Gqi5; vehicle 0%, full acetylcholine response 100%; activation, % at 3 µM; AID 624127, 2012; Muscarinic acetylcholine receptor M4 (Homo sapiens), P08173; 0.14% of 360,000 active;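 active = activation above the run mean over all test wells plus 3 SD, cut at about 32% in these data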;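 note: peak over basal fluorescence ratio per well then scaled between controls; 0% = DMSO wells and 100% = acetylcholine at EC100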
CRFBP-R2 block – antagonists of CRF-BP/CRF-R2 complex, primary screen, cell-based, HEK293, calcium dye fluorescence, uHTS; CRF-induced calcium fluorescence; inhibition, % at 11.8 µM; 0.59% of 350,000 active;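 active = inhibition of the ligand-induced calcium signal above about 50% at the single tested concentration, limit read from the data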
* marks the source's active call; other numbers are inactive results; · = no result given.

SMILES	M5 ag	M4 PAM	CHRM5 PAM	CRFBP-R2 agonist	M4 antag	M5 antag	IDE cell inh	M4 ag	CRFBP-R2 block
Cc1ccc(N2C(=O)C3C4CC(=O)C(c5ccccc54)C3C2=O)cc1C (stereo unspecified)	-6	2	6	-2.4	-12	-12	0	1	8
CC(=O)N1c2ccc(S(=O)(=O)N3CCC(C(=O)Nc4cccc(C)c4)CC3)cc2CC1C (stereo unspecified)	6	-6	-2	0.2	-3	-3	4	10	4
CN(CCc1ccccc1)C(=O)CCc1nnc(Cc2ccc3c(c2)OCO3)o1	-5	-3	-10	0.1	-2	5	2	2	7
CCn1c(COc2cccc3cccnc23)nnc1SCC(=O)O	3	-7	-4	-0.4	2	0	7	1	-16
CC(=O)Nc1ccc(S(=O)(=O)NCCC(=O)NCCc2ccc(F)cc2)cc1	-2	-2	2	-2.6	-5	17	-3	0	-12
CSc1nc(Oc2ccc(F)cc2F)cc(C(F)(F)F)n1	0	10	-3	1.5	-4	2	1	1	0
C=CCc1ccc(OCC(O)CN2CCCCC2)c(OC)c1 (stereo unspecified)	-11	-5	-15	0.4	1	10	0	3	0
COc1ccc(OCC(=O)O/N=C(\N)Cc2ccc(Cl)cc2)cc1	-7	6	3	0.2	5	-2	-2	-2	2
COc1ccc(C2c3ccc(O)cc3Oc3ncn4nc(-c5ccccn5)nc4c32)cc1 (stereo unspecified)	-1	-6	-1	0.2	5	-4	1	0	-5
CCCCCN(C(=O)CCC(=O)OCc1ccc(C(C)(C)C)cc1)c1c(N)n(CCCC)c(=O)[nH]c1=O	-7	-4	2	1.6	-6	-11	3	1	4
Cc1ccc(C(=O)OCc2nnc(-c3ccccc3)o2)cc1S(=O)(=O)N1CCOCC1	2	-4	-10	0.5	-3	1	-2	7	3
COc1ccc(CCNC(=O)Cn2c(=O)oc3ccccc32)cc1OC	-1	8	-1	1.9	-1	6	10	0	13
O=C(c1ccccc1Nc1ccc(SC(F)F)cc1)N1CCCCCC1	-11	-7	-2	-0.1	2	-4	1	-1	6
CC(=O)Nc1ccc(NC(=O)C(C)Sc2n[nH]c(-c3ccc(C)cc3)n2)cc1 (stereo unspecified)	4	5	-6	-1.0	-6	5	-2	2	-4
c1ccc(CN2CCN(CCOCCOc3cccc4ccccc34)CC2)cc1	-5	-4	4	-2.1	-2	1	5	2	9
Cc1cc(C)c(OCCOCCN2CCCC2)c(C)c1	-12	-17	2	1.3	-1	8	5	1	1
CCCCSc1nnc(CSc2nc3nc(C)cc(C)n3n2)o1	-3	2	-1	5.4	-5	1	1	1	-35
C/C(CC(=O)NC12CC3CC(CC(C3)C1)C2)=N\NC(=O)c1cnccn1	-6	-1	-7	1.9	-10	-5	2	1	-7
COC(=O)c1cc(Cl)c(NC(=O)/C=C/c2ccc(Cl)cc2Cl)cc1OC	3	4	-9	8.3	8	3	-1	0	-21
CCOc1ccc(C2N(c3cc(C)on3)C(=O)C3CCCN32)cc1OC (stereo unspecified)	-10	3	-3	1.7	-1	2	6	1	-2
NNC(=S)NC1CC2CC1C1C=CCC21 (stereo unspecified)	-3	-40	-8	-1.0	-11	15	-2	-1	5
Cc1ccc(OC(C)C(=O)Nc2cc(C)on2)cc1 (stereo unspecified)	-3	-1	-4	0.2	6	4	2	0	-12
Cc1ccc(C)c(-n2cc(CN3CCCN(C=O)CC3)c(-c3ccccc3)n2)c1	-1	7	3	1.0	6	2	-3	0	10
O=C(CCCN1C(=O)/C(=C/c2ccc(F)cc2)SC1=S)NC1CCS(=O)(=O)C1 (stereo unspecified)	8	-7	-13	1.2	10	22	4	18	-6
CCN1N=C(C)C=C(c2ccccc2)n2c1nc1ccccc12	2	-17	-7	0.4	8	8	3	6	-5
CN(Cc1cccc(F)c1)C(=O)CSc1nnnn1C1CC1	-1	3	3	-0.6	-9	3	·	0	0
O=S(=O)(c1ccccc1)N1CCN(CCOc2ccc(F)cc2)CC1	0	-2	-2	-0.5	2	-3	·	4	2
COc1ccc(CC(=O)OCC(=O)c2ccc(OC)c(OC)c2)cc1	3	2	0	-2.4	-1	5	7	0	1
CCCc1nc2ccc(C)cn2c1Cc1ccccc1	-2	1	-2	·	-20	-5	·	0	·
O=c1[nH]cccc1-c1nc2ccccc2n1Cc1ccc(F)cc1	-1	-3	2	-1.0	-1	-1	2	1	1
COc1ccc(CNc2ncnc3c2[nH]c2ccccc23)cc1	9	-15	-30	15	20	21	60*	22	-6
CSCCC(NC(=O)c1ccc(C(C)(C)C)cc1)C(=O)O (stereo unspecified)	0	0	7	-1.7	-4	-14	8	0	1
CCN1CCN(CCCOc2ccccc2-c2ccccc2)CC1	-11	-11	-3	0.0	2	-5	-2	1	-7
Cc1ccc(S(=O)(=O)N2CCC(C(=O)N[C@@H](C)C(=O)NCc3ccco3)CC2)cc1	-3	9	-2	2.0	9	0	7	-1	16
O=C(O)c1cccc(N/N=C/C2=C(Cl)c3cc(Cl)ccc3SC2)c1	3	-5	-1	13	11	9	·	0	-26
Cc1cc(C)n(C(=O)c2ccc(NC(=O)C3COc4ccccc4O3)cc2)n1 (stereo unspecified)	-2	1	-1	2.5	-12	1	-6	6	0
CCn1c(=O)c(CCC(=O)N2CCOCC2)c(C)c2c(C)nn(-c3ccccc3)c21	-5	-4	-7	-2.1	14	14	2	1	13
COc1nc(-c2ccc(Cl)cc2Cl)nc2ccccc12	1	-2	-1	0.6	2	2	-2	-1	-10
COc1ccc(OCCC(=O)Nc2cc3c(cc2C(=O)O)OCCCO3)cc1	1	-1	-3	-1.8	2	1	·	0	7
CCOc1ccc(C(=O)COC(=O)c2nc3nccc(C)n3n2)cc1	-2	4	-5	1.4	7	17	-1	2	6
O=C(CC1CCCC1)N1CCN(S(=O)(=O)c2cccc(F)c2)CC1	1	4	-4	0.3	-11	8	·	2	0
CCCCC/S(CC1CC1(Cl)Cl)=N\S(=O)(=O)c1ccc(C)cc1 (stereo unspecified)	-2	5	-2	1.6	-4	-10	2	1	2
O=S(=O)(/C=C/c1ccccc1)NCc1ccccc1Cl	-5	-11	-5	0.7	15	7	-3	-1	-14
Cc1ccc(-n2nc3c(N4CCC(C(=O)N5CCC(C(N)=O)CC5)CC4)nnc(C)c3c2C)cc1	-6	-4	1	6.0	7	-2	4	0	0
O=C(O)C1CCCN(S(=O)(=O)c2cccs2)C1 (stereo unspecified)	2	-1	1	0.1	-11	0	7	1	1
COc1cccc(C(C(=O)NC2CCCC2)N(C(=O)c2ccco2)c2ccccc2F)c1OC (stereo unspecified)	-3	-1	0	-0.6	4	17	-1	3	-3
CC1(C(=O)NCCc2ccccc2)Cc2c(-c3cccc(C(N)=O)c3)ccnc2O1 (stereo unspecified)	1	-3	-4	·	3	2	·	2	·
COc1cc(OC)cc(C(=O)N2c3ccc(F)cc3CCC2C)c1 (stereo unspecified)	-11	4	3	-5.1	-16	-13	-2	1	5
CSc1nc2c(c(=O)[nH]c(=O)n2C)n1Cc1ccccc1	1	-2	-2	-4.3	2	9	3	2	-4
O=C(COC(=O)CCC(=O)c1cccs1)NCCc1ccccc1	-2	2	-2	5.2	-3	19	-1	1	10
Remaining list, next part
SMILES	M5 ag	M4 PAM	CHRM5 PAM	CRFBP-R2 agonist	M4 antag	M5 antag	IDE cell inh	M4 ag	CRFBP-R2 block
COc1ccccc1Nc1nc(NCc2ccco2)c2ccccc2n1	-1	-11	-5	-0.8	6	0	0	3	-6
C/C=C\C(=O)Nc1cccc(C2=NOC3(C2)C[C@@H](C(N)=O)N(C(=O)CCCCC)C3)c1 (stereo partly specified)	-2	-3	3	-0.9	6	13	1	0	3
COc1ccc(CC2(CO)COc3ccccc3C2=O)cc1 (stereo unspecified)	-5	-12	-6	7.6	-5	10	9	3	-19
CCn1c(Cn2nnc(-c3ccccc3)n2)nnc1SCc1ccc(Cl)c(Cl)c1	0	-2	3	18	-2	-2	2	3	-21
Oc1oc(-c2ccco2)nc1C=Nc1cccc(Cl)c1	-1	7	-8	1.5	3	1	-1	0	-12
COc1cccc(C(=O)NC2CC3CCCC(C2)N3CC(=O)Nc2ccccc2)c1 (stereo unspecified)	-11	8	-4	-1.8	-6	-3	2	2	13
COc1cc2c(cc1C1NC(=S)NC(C)=C1C(N)=O)CCCC2 (stereo unspecified)	-3	9	0	0.9	-14	2	6	1	-5
O=C(Nc1ccc2oc(-c3ccccc3Cl)nc2c1)c1cncc(Br)c1	0	14	1	-1.6	4	-5	7	5	-21
OCC1OC(n2ccc3c2ncn2ncnc32)C(O)C1O (stereo unspecified)	0	9	-1	6.7	-14	8	·	2	0
Cc1noc(C)c1S(=O)(=O)N1CCN(c2ccccc2Cl)CC1	-5	-5	-8	3.2	0	5	·	2	-18
Cc1cc(C)n2nc(SCC(=O)NC(=O)c3ccccc3)nc2n1	3	10	13	-3.2	-12	8	-2	1	21
C[C@@H]1C2CC(C/C2=N\NC(=O)c2ccncc2)C1(C)C (stereo partly specified)	2	1	39*	-1.9	-8	12	-3	1	2
COC(=O)[C@]12CCCCC=C1N(CCC1=CCCCC1)C(=O)[C@H](CC(=O)NCCCCc1ccccc1)C2	-1	3	-1	·	-9	6	·	-1	·
O=C(NC1CCCc2c1cnn2-c1ccc(F)cc1F)c1csnn1 (stereo unspecified)	-3	3	-5	-2.3	-10	6	2	1	-7
NC(=O)c1cc(S(=O)(=O)NCc2ccccc2)cs1	-2	-4	-5	-0.7	-6	6	-6	0	11
O=C(CN1CCSC1=NCc1ccccc1)c1ccc(Cl)cc1	-6	-3	4	-0.7	5	-6	2	1	12
O=C(Nc1cccc(C(F)(F)F)c1)c1csc(-c2ccncc2)n1	0	5	8	0.7	18	12	50*	1	-45
OCC1OC(n2ccc3c(SCc4ccccc4)ncnc32)C(O)C1O (stereo unspecified)	-2	-2	4	0.7	-6	6	·	11	-16
CC1(C)CC(=O)C(N=Nc2ccc(Cl)cc2)=C(O)C1	-1	0	-4	4.0	-9	-2	10	0	16

Compound profiles, as listed above. Order of screens: M5 ag	M4 PAM	CHRM5 PAM	CRFBP-R2 agonist	M4 antag	M5 antag	IDE cell inh	M4 ag	CRFBP-R2 block
Results for `Cc1cc(C)c(OCCOCCN2CCCC2)c(C)c1` = -12	-17	2	1.3	-1	8	5	1	1
Results for `CCCCSc1nnc(CSc2nc3nc(C)cc(C)n3n2)o1` = -3	2	-1	5.4	-5	1	1	1	-35
Results for `O=C(Nc1ccc2oc(-c3ccccc3Cl)nc2c1)c1cncc(Br)c1` = 0	14	1	-1.6	4	-5	7	5	-21
Results for `CCn1c(Cn2nnc(-c3ccccc3)n2)nnc1SCc1ccc(Cl)c(Cl)c1` = 0	-2	3	18	-2	-2	2	3	-21
Results for `CCCc1nc2ccc(C)cn2c1Cc1ccccc1` = -2	1	-2	·	-20	-5	·	0	·

Bioassay records (PubChem)
